Mtb BioA inh – blocks M. tuberculosis BioA enzyme activity; purified M. tuberculosis BioA enzyme, plate reader; inhibition, % at 9.99 µM; 0.096% of 360,000 active; AID 602481; in the data active = inhibition above about 40%
* marks the source's active call; other numbers are inactive results. Some of the compounds tested; count on the stated rates, not on these rows.

No. | SMILES | Mtb BioA inh
1 | C[C@@H]1CCCCO[C@H](CN(C)S(=O)(=O)c2ccccc2)[C@@H](C)CN([C@@H](C)CO)C(=O)c2cc(NC(=O)Nc3ccc(C(F)(F)F)cc3)ccc2O1 | 1.0
2 | C[C@@H]1CN([C@@H](C)CO)C(=O)c2cc(NC(=O)C3CCCCC3)ccc2O[C@H]1CN(C)Cc1ccc2c(c1)OCO2 | -2.2
3 | CCCNC(=O)C[C@@H]1CC[C@@H]2[C@H](COc3ccc(NC(=O)Nc4ccccc4F)cc3C(=O)N2C)O1 | 19
4 | CO[C@@H]1CC[C@@H]2CCN(C)C(=O)[C@@H](C)[C@H](OC)CN(C)C(=O)c3cccc(C#N)c3OC[C@@H]1O2 | -0.4
5 | C[C@H](CO)N1C[C@H](C)[C@H](CN(C)Cc2cccc(C(F)(F)F)c2)Oc2ncc(C#CCN(C)C)cc2C1=O | -0.5
6 | Cc1noc(C)c1NC(=O)Nc1ccc2c(c1)C(=O)N([C@@H](C)CO)C[C@@H](C)[C@H](CN(C)C(=O)c1ccccc1)OCCCC[C@@H](C)O2 | -0.8
7 | C[C@H](CO)N1C[C@H](C)[C@H](CN(C)Cc2ccccc2)Oc2ccc(NS(=O)(=O)c3ccccc3)cc2C1=O | -1.5
8 | C[C@H](NC(=O)[C@@H]1N[C@@H]2c3ccc(-c4cccnc4)c(=O)n3C[C@@H]2[C@H]1CO)c1ccccc1 | -1.6
9 | COCC(=O)Nc1ccc2c(c1)[C@H]1C[C@H](CC(=O)NCc3ccc4c(c3)OCO4)O[C@H](CO)[C@H]1O2 | 0.2
10 | CCCNC(=O)[C@H]1[C@H](CO)[C@H]2Cn3c(ccc(-c4ccccc4F)c3=O)[C@H]2N1CC1CC1 | 2.5
11 | C/C=C/c1cnc2c(c1)C(=O)N([C@@H](C)CO)C[C@H](C)[C@@H](CN(C)C(=O)c1cccc(F)c1)O2 | 1.3
12 | O=C(C[C@H]1CC[C@@H]2[C@H](COC[C@H](O)CN2C(=O)Nc2ccccc2)O1)NCCCN1CCOCC1 | -0.6
13 | C[C@@H]1CCCCO[C@H](CN(C)Cc2ccncc2)[C@@H](C)CN([C@H](C)CO)C(=O)c2cc(NC(=O)Cc3ccccc3)ccc2O1 | -2.6
14 | O=C(c1cnccn1)N1CC[C@@H]2[C@@H](CO)Nc3ccc(-c4ccccc4F)cc3[C@@H]21 | 9.7
15 | N#C[C@H]1[C@@H](c2ccc(-c3ccccc3F)cc2)[C@@H](CO)N1C(=O)C1CCC1 | -0.4
16 | Cc1cccc(S(=O)(=O)N2C[C@@H]3[C@H](c4ccccc42)[C@H](CO)N3C(=O)c2ccccc2)c1 | 4.4
17 | Cc1noc(C)c1NC(=O)N(C)C[C@H]1Oc2ccc(NC(=O)Nc3cccc4ccccc34)cc2CC(=O)N([C@H](C)CO)C[C@@H]1C | -0.7
18 | C[C@@H]1CN([C@@H](C)CO)S(=O)(=O)c2ccc(/C=C/c3ccccc3)cc2O[C@@H]1CN(C)C(=O)Nc1cccc(F)c1 | -5.0
19 | CCCNC(=O)N1C[C@@H](O)COC[C@@H]2O[C@@H](CC(=O)N3CCOCC3)CC[C@H]21 | 0.2
20 | C[C@@H]1CCCCO[C@@H](CN(C)C(=O)CCC(F)(F)F)[C@@H](C)CN([C@@H](C)CO)C(=O)c2cc(NS(C)(=O)=O)ccc2O1 | 5.2
21 | C[C@@H]1CN([C@@H](C)CO)C(=O)c2cccc(NC(=O)Nc3ccc(C(F)(F)F)cc3)c2O[C@H]1CN(C)Cc1ccc(Oc2ccccc2)cc1 | -3.4
22 | CC=Cc1ccc2n(c1=O)C[C@H]1[C@H](CO)[C@@H](C(=O)NCC3CC3)N(C(=O)C3CCOCC3)[C@@H]21 (mixture of isomers) | 0.0
23 | CCCNC(=O)[C@H]1[C@H](CO)[C@H]2Cn3c(ccc(-c4ccc(F)cc4)c3=O)[C@@H]1N2CCC | -0.4
24 | C[C@H]1C=C(C(=O)Nc2ccccc2)O[C@@H](OCCCCO)C1 | -1.8
25 | O=C(C[C@H]1C[C@@H]2c3cc(NC(=O)NC4CCCC4)ccc3O[C@@H]2[C@@H](CO)O1)NCc1ccc2c(c1)OCO2 | -1.5

No. | SMILES | Mtb BioA inh
26 | C[C@@H]1CN([C@H](C)CO)C(=O)Cc2cc(NS(=O)(=O)c3ccc(Cl)cc3)ccc2O[C@@H]1CN(C)Cc1ccncc1 | -1.3
27 | CC(=O)N(C)C[C@H]1Oc2cc(C#Cc3cccnc3)ccc2S(=O)(=O)N([C@@H](C)CO)C[C@H]1C | 3.0
28 | Cc1noc(C)c1S(=O)(=O)N(C)C[C@H]1OCCCC[C@H](C)Oc2ccc(NC(=O)Cc3ccccc3)cc2C(=O)N([C@H](C)CO)C[C@@H]1C | -0.3
29 | COc1ccc(S(=O)(=O)N2C[C@H](O)COC[C@H]3O[C@@H](CC(=O)N[C@H]4CCN(Cc5ccccc5)C4)CC[C@@H]32)cc1 | 1.0
30 | CNC[C@H]1OCCCC[C@@H](C)Oc2ccc(NS(=O)(=O)c3ccc(Cl)cc3)cc2C(=O)N([C@@H](C)CO)C[C@H]1C | -1.8
31 | CC(C)C(=O)Nc1ccc2c(c1)C(=O)N(C)[C@H]1CC[C@@H](CC(=O)Nc3ccccc3)O[C@H]1CO2 | -0.1
32 | COc1ccc(CN(C)C[C@H]2OCCCC[C@H](C)Oc3ccc(NC(=O)Nc4ccc5c(c4)OCO5)cc3C(=O)N([C@H](C)CO)C[C@@H]2C)cc1 | -1.0
33 | Cc1noc(C)c1NC(=O)Nc1ccc2c(c1)C(=O)N([C@H](C)CO)C[C@@H](C)[C@H](CN(C)S(=O)(=O)c1ccc(Cl)cc1)OCCCC[C@@H](C)O2 | -1.2
34 | COc1ccc(-c2cnc3c(c2)C(=O)N([C@H](C)CO)C[C@H](C)[C@H](CN(C)S(=O)(=O)c2ccccc2)O3)cc1 | 2.7
35 | C[C@@H]1CN([C@H](C)CO)S(=O)(=O)c2ccc(C3=CCCC3)cc2O[C@H]1CN(C)Cc1ccccc1F | -2.8
36 | O=C(C1CCCC1)N1CCCCN2[C@@H](CO)[C@@H](c3ccc(C#CC4CC4)cc3)[C@@H]2C1 | -3.0
37 | COc1ccc(NC(=O)Nc2ccc3c(c2)C(=O)N([C@@H](C)CO)C[C@H](C)[C@H](CN(C)C(=O)Nc2ccc(C(F)(F)F)cc2)O3)cc1 | -1.1
38 | CCN1[C@@H]2Cn3c(ccc(C4=CCCC4)c3=O)[C@H]1[C@@H](C(=O)N[C@H](C)c1ccccc1)[C@@H]2CO | -0.8
39 | Cc1ccc(S(=O)(=O)Nc2ccc3c(c2)C(=O)N([C@H](C)CO)C[C@H](C)[C@H](CN(C)Cc2ccncc2)OCCCC[C@@H](C)O3)cc1 | -1.9
40 | O=C(NCC[C@H]1CC[C@@H](NS(=O)(=O)c2ccccc2)[C@@H](CO)O1)c1ccccc1F | 0.3
41 | COCC#Cc1ccc([C@H]2[C@H]3CN(C(=O)Nc4cc(F)ccc4F)CCCCN3[C@H]2CO)cc1 | 1.4
42 | CCC(=O)Nc1ccc2c(c1)C(=O)N(C)C[C@@H](OC)[C@H](C)CN(Cc1ccccc1C(=O)O)[C@H](C)CO2 | -6.1
43 | Cc1noc(C)c1S(=O)(=O)N(C)C[C@@H]1Oc2c(NC(=O)c3cnccn3)cccc2C(=O)N([C@H](C)CO)C[C@@H]1C | -0.2
44 | C[C@@H]1CN([C@H](C)CO)C(=O)Cc2cc(NS(=O)(=O)c3cccs3)ccc2O[C@@H]1CN(C)S(=O)(=O)c1ccc(F)cc1 | -0.5
45 | CCS(=O)(=O)Nc1ccc2c(c1)C(=O)N(C)C[C@H](OC)[C@H](C)CN(C(=O)CN(C)C)[C@@H](C)CO2 | -1.8
46 | O=C(O)C[C@@H]1CC[C@H](NC(=O)c2ccccc2F)[C@@H](CO)O1 | -1.0
47 | COc1ccccc1S(=O)(=O)N[C@@H]1C=C[C@@H](CC(=O)NCc2cc(F)cc(F)c2)O[C@@H]1CO | 5.8
48 | O=C(Nc1ccc2c(c1)[C@H]1C[C@@H](CC(=O)N3CCCCC3)O[C@@H](CO)[C@H]1O2)c1cccnc1 | 31
49 | C[C@@H]1CN([C@@H](C)CO)C(=O)c2cc(NC(=O)Cn3cnnn3)ccc2O[C@H]1CN(C)Cc1ccncc1 | 2.7
50 | COc1ccccc1NC(=O)N[C@@H]1CC[C@H](CC(=O)N[C@@H](C)c2ccccc2)O[C@H]1CO | -2.1

No. | SMILES | Mtb BioA inh
51 | COc1cccc(S(=O)(=O)Nc2ccc3c(c2)OC[C@@H](C)NC[C@@H](C)[C@H](OC)CN(C)C3=O)c1 | -3.2
52 | CO[C@@H](CN(C)S(=O)(=O)c1ccc(F)cc1)[C@H](C)CN(Cc1ccccc1Cl)[C@H](C)CO | -0.8
53 | O=C(C[C@@H]1CC[C@H]2[C@@H](COC[C@@H](O)CN2CCC(F)(F)F)O1)NCc1ccc(Oc2ccccc2)cc1 | 1.1
54 | COCC(=O)N(C)C[C@H]1Oc2ncc(/C=C/c3ccccc3)cc2C(=O)N([C@H](C)CO)C[C@@H]1C | 2.2
55 | C[C@@H]1CN([C@H](C)CO)C(=O)c2cc(C#Cc3ccncc3)cnc2O[C@@H]1CN(C)C(=O)c1ccccc1F | -4.6
56 | C[C@H](O)C#Cc1ccc2c(c1)O[C@@H](CN(C)Cc1ccc(-c3ccccc3)cc1)[C@H](C)CN([C@H](C)CO)S2(=O)=O | -2.0
57 | C[C@H](CO)N1C[C@H](C)[C@@H](CN(C)C(=O)Nc2cccc(C(F)(F)F)c2)OCc2cn(nn2)CCCC1=O | -0.3
58 | C[C@H](CO)N1C[C@H](C)[C@@H](CN(C)Cc2ccc(C(=O)O)cc2)OCCCC[C@H](C)Oc2ccc(NS(=O)(=O)c3ccccc3)cc2C1=O | -2.1
59 | C[C@H](CO)N1C[C@H](C)[C@@H](CN(C)Cc2ccc(C(F)(F)F)cc2)Oc2c(NC(=O)Nc3ccccc3)cccc2C1=O | -0.7
60 | C[C@@H]1CN([C@@H](C)CO)C(=O)c2cc(NS(=O)(=O)c3cccs3)ccc2O[C@@H](C)CCCCO[C@@H]1CN(C)C(=O)c1ccccc1 | -0.2
61 | C[C@H](NC(=O)N(C)C[C@H]1OCc2ccccc2-c2ccccc2C(=O)N([C@@H](C)CO)C[C@H]1C)c1ccccc1 | 0.0
62 | Cc1ccccc1-c1cnc2c(c1)C(=O)N([C@H](C)CO)C[C@H](C)[C@H](CN(C)C(=O)c1ccc(F)cc1)O2 | 6.6
63 | C[C@@H]1CCCCO[C@H](CN(C)C)[C@H](C)CN([C@H](C)CO)C(=O)c2cc(NC(=O)Nc3ccc(C(F)(F)F)cc3)ccc2O1 | -0.4
64 | COC(=O)C[C@@H]1CC[C@H]2[C@H](COc3ccc(NC(=O)Nc4cc(C)cc(C)c4)cc3C(=O)N2C)O1 | -1.4
65 | CN(C)CC(=O)N[C@H]1CC[C@H](CC(=O)NCCN2CCCCC2)O[C@@H]1CO | -2.2
66 | O=C(C[C@H]1CC[C@@H]2[C@H](COC[C@H](O)CN2C(=O)c2cnccn2)O1)NCc1ccc(Oc2ccccc2)cc1 | -1.6
67 | COCCN(C[C@@H]1N[C@@H](CO)[C@@H]1c1ccc(-c2ccc(F)cc2)cc1)C(C)=O | -2.7
68 | COc1ccccc1-c1cn(CC[C@@H]2CC[C@@H](NC(=O)C3CCC3)[C@H](CO)O2)nn1 | 1.8
69 | O=C(Nc1cccc(F)c1)N1CCCCN2[C@H](CO)[C@H](c3ccc(C#Cc4ccccc4)cc3)[C@@H]2C1 | 5.4
70 | COc1ccccc1NC(=O)N1C[C@H]2[C@@H](c3ccccc31)[C@H](CO)N2C(C)=O | 3.6
71 | CC(C)NC(=O)N(C)C[C@@H]1Oc2c(NS(=O)(=O)c3ccc(F)cc3)cccc2C(=O)N([C@H](C)CO)C[C@H]1C | 1.8
72 | C[C@H]1CN([C@@H](C)CO)C(=O)Cc2cc(NC(=O)C3CC3)ccc2O[C@H]1CN(C)S(=O)(=O)c1ccc(Cl)cc1 | -1.8
73 | COCC(=O)N(C)C[C@H]1Oc2ncc(C#CCC3CCCC3)cc2C(=O)N([C@@H](C)CO)C[C@H]1C | -1.4
74 | COc1ccc(CN(C)C[C@H]2Oc3ccc(NC(=O)Nc4ccc(C(F)(F)F)cc4)cc3C(=O)N([C@@H](C)CO)C[C@@H]2C)cc1 | 0.4
75 | Cc1ccc(S(=O)(=O)Nc2ccc3c(c2)C(=O)N([C@@H](C)CO)C[C@H](C)[C@@H](CN(C)Cc2ccncc2)O3)cc1 | -0.6

Entries above that contain a Cl atom, in the order listed:
No. | SMILES | Mtb BioA inh
26 | C[C@@H]1CN([C@H](C)CO)C(=O)Cc2cc(NS(=O)(=O)c3ccc(Cl)cc3)ccc2O[C@@H]1CN(C)Cc1ccncc1 | -1.3
30 | CNC[C@H]1OCCCC[C@@H](C)Oc2ccc(NS(=O)(=O)c3ccc(Cl)cc3)cc2C(=O)N([C@@H](C)CO)C[C@H]1C | -1.8
33 | Cc1noc(C)c1NC(=O)Nc1ccc2c(c1)C(=O)N([C@H](C)CO)C[C@@H](C)[C@H](CN(C)S(=O)(=O)c1ccc(Cl)cc1)OCCCC[C@@H](C)O2 | -1.2
52 | CO[C@@H](CN(C)S(=O)(=O)c1ccc(F)cc1)[C@H](C)CN(Cc1ccccc1Cl)[C@H](C)CO | -0.8
72 | C[C@H]1CN([C@@H](C)CO)C(=O)Cc2cc(NC(=O)C3CC3)ccc2O[C@H]1CN(C)S(=O)(=O)c1ccc(Cl)cc1 | -1.8

Next entries
No. | SMILES | Mtb BioA inh
76 | C[C@@H]1CN([C@@H](C)CO)C(=O)c2cc(NC(=O)Nc3ccc(F)cc3)ccc2O[C@@H](C)CCCCO[C@@H]1CN(C)Cc1ccc2c(c1)OCO2 | -3.0
77 | C[C@H](CO)N1C[C@H](C)[C@@H](CN(C)CC2CC2)Oc2cc(-c3ccccc3)ccc2S1(=O)=O | 2.2
78 | CCCC#Cc1ccc2c(c1)O[C@@H](CN(C)C(C)=O)[C@H](C)CN([C@H](C)CO)S2(=O)=O | 1.1
79 | C/C=C/c1ccc([C@H]2[C@@H](CO)N(C(=O)COC)[C@@H]2CNC(=O)CC)cc1 | -3.1
80 | C[C@@H](NC(=O)C[C@H]1CC[C@@H]2[C@H](COC[C@@H](O)CN2C(=O)Nc2cccc(F)c2)O1)c1ccccc1 | 2.9

Source: PubChem
